Screening data from PubChem.
NFkB SMM – NF-kappa-B p105 (human) binding. P19838. Small molecule microarray, anti-His fluorescence binding. calls only. 1.3% of 17,000 active;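 active = spot fluorescence over background significantly raised, with a chance value under 7% in all four replicate spots of the compound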;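 also: probe protein is his-tagged human p50 processed subunit at 1 µg/ml; raw spot fluorescence signals with no normalization applied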
Target sequence (P19838 1-433 limits assumed): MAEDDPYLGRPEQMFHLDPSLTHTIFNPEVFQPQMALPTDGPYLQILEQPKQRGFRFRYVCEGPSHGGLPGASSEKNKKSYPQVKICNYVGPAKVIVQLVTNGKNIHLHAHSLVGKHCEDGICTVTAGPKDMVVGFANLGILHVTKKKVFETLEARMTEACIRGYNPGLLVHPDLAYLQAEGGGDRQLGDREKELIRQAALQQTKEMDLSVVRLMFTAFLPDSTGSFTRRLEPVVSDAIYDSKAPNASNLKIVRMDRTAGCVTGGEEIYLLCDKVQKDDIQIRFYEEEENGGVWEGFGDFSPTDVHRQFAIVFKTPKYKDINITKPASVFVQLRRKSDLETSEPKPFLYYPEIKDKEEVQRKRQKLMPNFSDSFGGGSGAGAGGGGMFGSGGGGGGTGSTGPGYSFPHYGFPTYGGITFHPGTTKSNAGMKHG
Calls only; i = inactive.

nr	mol	NFkB SMM
1	O=C(NCc1ccccc1)C1=C[C@@H](C2CC2)C[C@@H](OCc2ccc(CO)cc2)O1	i
2	COc1ccc(CN(C)C[C@@H]2Oc3ccc(NC(=O)Cc4cn(C)c5ccccc45)cc3CC(=O)N([C@H](C)CO)C[C@H]2C)cc1	i
3	C=CC(C)(O)CCC1(C)C2=C(C(OC(C)=O)C(OC(C)=O)C1C)C(C)(C)CCC2 (configuration not stated)	i
4	Cc1noc(C)c1S(=O)(=O)Nc1ccc2c(c1)C(=O)N([C@@H](C)CO)C[C@@H](C)[C@@H](CN(C)C)O2	i
5	C=C1C(=O)O[C@@H]2[C@H]3C(CO[C@@H]4O[C@H](CO)[C@@H](O)[C@H](O)[C@H]4O)=CC(=O)C3=C(C)CC[C@@H]12	i
6	COc1ccc(NC(=O)Nc2ccc3c(c2)C(=O)N([C@H](C)CO)C[C@H](C)[C@@H](CN(C)C)O3)cc1	i
7	C[C@@H]1CN([C@@H](C)CO)C(=O)CCCn2cc(nn2)CO[C@H]1CN(C)C(=O)c1ccc(N2CCN(C)CC2)cc1	i
8	COc1ccc(CN(C)C[C@@H]2Oc3ccc(NC(=O)Nc4ccc5c(c4)OCO5)cc3CC(=O)N([C@@H](C)CO)C[C@H]2C)cc1	i
9	Cc1cc(C(F)(F)F)c(C#N)c(SCC(=O)Nc2ccc(Cl)cc2)n1	i
10	COc1ccc(S(=O)(=O)N2CCN(c3ccccn3)CC2)cc1N(C)S(=O)(=O)c1ccccc1	i
11	COC(=O)c1c(NC(=S)Nc2cccc(S(=O)(=O)N3CCOCC3)c2)sc2c1CCC2	i
12	Cc1ccc(-n2c(SCC(=O)c3ccc(Cl)cc3)nnc2-c2ccco2)cc1	i
13	C[C@H]1CN([C@@H](C)CO)C(=O)Cc2cc(N(C)C)ccc2O[C@H]1CN(C)C	i
14	CC1=C([C@H](O)CCc2ccccc2)[C@H](CO)n2c(=O)n(-c3ccccc3)c(=O)n2C1	i
15	CCN(CC)CCCn1c(-c2ccc(C)cc2)cn2c3ccccc3nc12	i
16	CC(C)NC(=O)Nc1ccc2c(c1)C(=O)N([C@H](C)CO)C[C@@H](C)[C@H](CN(C)Cc1ccccc1)O2	i
17	COc1ccc(S(=O)(=O)Nc2ccc3c(c2)C(=O)N([C@H](C)CO)C[C@@H](C)[C@@H](CN(C)CC2CC2)O3)cc1	i
18	Cc1cc(C(=O)Nc2cccc3c2O[C@H](CN(C)C(=O)Nc2ccc(F)cc2)[C@@H](C)CN([C@H](C)CO)C3=O)n(C)n1	i
19	CCCn1cc(NC(=O)C2CC(c3ccccc3O)=NO2)cn1 (configuration not stated)	i
20	COC(=O)c1c(NC(=S)NCc2ccco2)sc2c1CCC(C)C2 (configuration not stated)	i

Overlap with the part before: 4 entries, followed by the next part.
nr	mol	NFkB SMM
17	COc1ccc(S(=O)(=O)Nc2ccc3c(c2)C(=O)N([C@H](C)CO)C[C@@H](C)[C@@H](CN(C)CC2CC2)O3)cc1	i
18	Cc1cc(C(=O)Nc2cccc3c2O[C@H](CN(C)C(=O)Nc2ccc(F)cc2)[C@@H](C)CN([C@H](C)CO)C3=O)n(C)n1	i
19	CCCn1cc(NC(=O)C2CC(c3ccccc3O)=NO2)cn1 (configuration not stated)	i
20	COC(=O)c1c(NC(=S)NCc2ccco2)sc2c1CCC(C)C2 (configuration not stated)	i
21	CCOC(=O)CSc1nnc2c(n1)[nH]c1ccccc12	i
22	COc1ccc(S(=O)(=O)N(C)C[C@H]2Oc3c(NS(C)(=O)=O)cccc3C(=O)N([C@H](C)CO)C[C@@H]2C)cc1	i
23	C[C@@H]1CN([C@@H](C)CO)C(=O)Cc2cc(NS(=O)(=O)c3ccccc3)ccc2O[C@@H]1CN(C)C(=O)Nc1cccc2ccccc12	i
24	COc1ccc(CN(C)C[C@H]2Oc3ccc(NC(=O)Nc4ccc(F)cc4)cc3C(=O)N([C@@H](C)CO)C[C@H]2C)cc1	i
25	O=C(O)CCC/C=C\C[C@@H]1CO[C@H](C(F)(F)F)O[C@@H]1c1ccccc1O	i
26	Cc1noc(C)c1S(=O)(=O)N(C)C[C@H]1OCCCC[C@H](C)Oc2ccc(NC(=O)CCCN(C)C)cc2C(=O)N([C@H](C)CO)C[C@@H]1C	i
27	C[C@H]1CN([C@@H](C)CO)C(=O)c2cc(NC(=O)Nc3ccccc3)ccc2O[C@H]1CN(C)Cc1ccncc1	i
28	COc1ccccc1NC(=O)N(C)C[C@@H]1OCc2cnnn2CCCC(=O)N([C@H](C)CO)C[C@H]1C	i
29	Cc1nnc(SCC(=O)Nc2cccc(I)c2)s1	i
30	COc1ccc(CCC(=O)O)c(O[C@@H]2O[C@H](CO)[C@@H](O)[C@H](O)[C@H]2O)c1	i

An excerpt from above in order of length of the SMILES, ascending:
nr	mol	NFkB SMM
29	Cc1nnc(SCC(=O)Nc2cccc(I)c2)s1	i
30	COc1ccc(CCC(=O)O)c(O[C@@H]2O[C@H](CO)[C@@H](O)[C@H](O)[C@H]2O)c1	i
28	COc1ccccc1NC(=O)N(C)C[C@@H]1OCc2cnnn2CCCC(=O)N([C@H](C)CO)C[C@H]1C	i
22	COc1ccc(S(=O)(=O)N(C)C[C@H]2Oc3c(NS(C)(=O)=O)cccc3C(=O)N([C@H](C)CO)C[C@@H]2C)cc1	i

Remaining list, next part
nr	mol	NFkB SMM
31	Cc1noc(C)c1NC(=O)Nc1cccc2c1O[C@@H](CN(C)Cc1ccc3c(c1)OCO3)[C@H](C)CN([C@H](C)CO)C2=O	i
32	COc1cc(C2c3c(cc(OC)c(O)c3OC)CC(CO)C2CO[C@@H]2O[C@H](CO)[C@@H](O)[C@H](O)[C@H]2O)cc(OC)c1O (some centres not stated)	i
33	NC(=O)c1cc(-c2ccccc2)sc1NC(=O)Cn1cnc2scc(-c3ccccc3)c2c1=O	i
34	C[C@H]1CN([C@@H](C)CO)C(=O)c2cc(NC(=O)C3CC3)ccc2O[C@@H]1CN(C)C(=O)Nc1ccc(F)cc1	i
35	COc1cc([C@H]2c3cc(O)c(OC)cc3C[C@@](O)(CO)[C@@H]2CO)ccc1O	i
36	O=C1c2ccccc2C(Cc2ccnc(F)c2)(Cc2ccnc(F)c2)c2ccccc21	i
37	COc1ccc(C(=O)Nc2ccccc2)cc1S(=O)(=O)Nc1cc(C)on1	i
38	C[C@@H]1CN([C@@H](C)CO)C(=O)c2cc(NC(=O)Cn3cnnn3)ccc2O[C@H]1CN(C)Cc1ccccc1	i
39	C[C@@H]1CN([C@H](C)CO)C(=O)Cc2cc(N(C)C)ccc2O[C@H]1CN(C)Cc1ccccc1	i
40	O=S(=O)(Nc1ncccn1)c1ccc(NC(=S)Nc2ccc(Oc3ccccc3)cc2)cc1	i
41	COc1ccccc1S(=O)(=O)N(C)C[C@@H]1OCc2cn(nn2)CCCC(=O)N([C@H](C)CO)C[C@@H]1C	i
42	O=S(=O)(c1ccc2ccccc2c1)N1CCN(Cc2cccc(OCCO)c2)CC1	i
43	C[C@H](CO)N1C[C@H](C)[C@@H](CN(C)S(=O)(=O)c2cccs2)Oc2c(NC(=O)Nc3ccc(C(F)(F)F)cc3)cccc2C1=O	i
44	CC(C)NC(=O)Nc1ccc2c(c1)C(=O)N([C@@H](C)CO)C[C@@H](C)[C@@H](CN(C)C(=O)Cc1ccccc1)OCCCC[C@H](C)O2	i
45	C[C@@H]1CCCCO[C@H](CN(C)Cc2ccccc2)[C@@H](C)CN([C@@H](C)CO)C(=O)c2cc(N(C)C)ccc2O1	i
46	CCc1c(C)sc(NC(=S)Nc2nc(C)cc(C)n2)c1C(=O)OC	i
47	Nc1cc(Nc2ccc(S(N)(=O)=O)cc2)ncn1	i
48	C[C@H](CO)N1C[C@H](C)[C@H](CN(C)CC2CCCCC2)Oc2c(NC(=O)Nc3ccc(F)cc3)cccc2C1=O	i
49	CN1CCN(CC(=O)N2N=C(c3c(-c4ccccc4)c4cc(Cl)ccc4[nH]c3=O)CC2c2ccccc2)CC1 (configuration not stated)	i
50	COc1cc(-c2oc3cc(O)c(OC)c(O)c3c(=O)c2OC)ccc1O	i
51	COc1ccc(CN(C)C[C@@H]2Oc3ccc(NC(=O)Nc4ccc(OC)cc4)cc3CC(=O)N([C@@H](C)CO)C[C@H]2C)cc1	i
52	CC(C)NC(=O)[C@@]1(C)c2ccccc2C(=O)N(Cc2ccc(OC(F)(F)F)cc2)[C@H]1c1ccc(CO)cc1	i
53	Cc1sc(NC(=O)COc2ccc3c(C)cc(=O)oc3c2)c(C#N)c1C	i
54	O=C(C1=C[C@H](C2CCCCC2)C[C@H](OCCCCO)O1)N1CCN(Cc2ccccc2)CC1	i
55	C[C@@H]1CN([C@H](C)CO)C(=O)c2cc(NC(=O)Cc3cn(C)c4ccccc34)ccc2O[C@@H]1CN(C)Cc1ccc(Oc2ccccc2)cc1	i
56	CNC[C@@H]1Oc2ccc(NC(=O)Cc3ccccc3)cc2C(=O)N([C@H](C)CO)C[C@H]1C	i
57	CC(C)=CCC/C(C)=C/CC(O)/C(C)=C/Cc1cc(C(=O)O)ccc1O (configuration not stated)	i
58	C[C@H]1CN([C@@H](C)CO)C(=O)Cc2cc(NC(=O)Nc3cccc4ccccc34)ccc2O[C@@H]1CN(C)CC1CC1	i
59	C[C@H]1CN([C@@H](C)CO)C(=O)Cc2cc(NC(=O)NC3CCCCC3)ccc2O[C@@H]1CN(C)C(=O)Nc1ccc(F)cc1	i
60	CCCc1c(C(=O)O)cc2c(c1O)C(=O)c1c(O)cccc1C2=O	i
61	C[C@@H]1CN([C@H](C)CO)C(=O)c2cccc(NS(=O)(=O)c3cn(C)cn3)c2O[C@H]1CN(C)C(=O)Nc1ccc(C(F)(F)F)cc1	i
62	COc1ccc(NC(=S)NCc2cc(C)n(C)n2)cc1OC	i
63	C[C@@H]1CC[C@]2(C)[C@H](CC[C@@H](O)[C@]2(C)O)[C@@]1(C)CC(=O)c1ccoc1	i
64	C[C@@H]1CN([C@H](C)CO)C(=O)Cc2cc(NC(=O)c3ccncc3)ccc2O[C@H]1CN(C)C(=O)Nc1ccc(F)cc1	i
65	C[C@@H]1CN([C@@H](C)CO)C(=O)c2cccc(NS(=O)(=O)c3ccc(F)cc3)c2O[C@@H]1CN(C)C(=O)Nc1ccc2c(c1)OCO2	i
66	CC1(C)Cc2nc3nc(SCC(=O)Nc4ccccc4)nc(N)c3cc2CO1	i
67	C[C@H](CO)N1C[C@H](C)[C@@H](CN(C)C(=O)Nc2ccc3c(c2)OCO3)Oc2ccc(NS(C)(=O)=O)cc2C1=O	i
68	C[C@@H]1CN([C@H](C)CO)C(=O)Cc2cc(NS(=O)(=O)c3ccc(Cl)cc3)ccc2O[C@@H]1CN(C)S(=O)(=O)c1ccc(Cl)cc1	i
69	C[C@H](CO)N1C[C@H](C)[C@H](CN(C)C(=O)Nc2ccc(F)cc2)Oc2ccc(NC(=O)Nc3ccccc3)cc2CC1=O	i
70	CNC[C@H]1Oc2ccc(NC(=O)Cc3ccccc3)cc2CC(=O)N([C@@H](C)CO)C[C@@H]1C	i
71	CNC[C@H]1Oc2ccc(NC(=O)Cn3cnnn3)cc2CC(=O)N([C@@H](C)CO)C[C@H]1C	i
72	CCn1c(NCc2ccccc2O)nc2ccccc21	i
73	C[C@H](CO)N1C[C@H](C)[C@@H](CN(C)C(=O)CCCN(C)C)OCCCC[C@H](C)Oc2ccc(NS(=O)(=O)c3cccs3)cc2C1=O	i
74	COc1ccc(-c2noc(CSc3nnc(-c4ccccc4)n3C)n2)cc1	i
75	C[C@H](CO)N1C[C@H](C)[C@H](CN(C)CC2CC2)Oc2ccc(NC(=O)Cc3ccccc3)cc2C1=O	i
76	COc1ccc(S(=O)(=O)Nc2cccc3c2O[C@H](CN(C)C(=O)NC2CCCCC2)[C@@H](C)CN([C@H](C)CO)C3=O)cc1	i
77	COc1ccccc1CCNC(=O)c1ccoc1C	i
78	C[C@H]1CN([C@@H](C)CO)C(=O)c2cccc(NC(=O)c3ccncc3)c2O[C@@H]1CN(C)C(=O)Nc1ccc(C(F)(F)F)cc1	i
79	NC(=O)NCC#Cc1ccc2c(c1)[C@]1(C(=O)N2)[C@H](C(=O)O)[C@H]2C(=O)O[C@H](c3ccccc3)[C@H](c3ccccc3)N2[C@@H]1c1ccc(OCCO)cc1	i
80	C[C@@H]1CN([C@H](C)CO)C(=O)CCCn2nncc2CO[C@H]1CN(C)C(=O)Nc1ccc(N2CCN(C)CC2)cc1	i

Next part.
nr	mol	NFkB SMM
81	C[C@H](CO)N1C[C@H](C)[C@H](CN(C)C(=O)Nc2ccccc2)Oc2ncc(C#Cc3ccc(C(F)(F)F)cc3)cc2C1=O	i
82	CNC[C@H]1OCCCC[C@@H](C)Oc2ccc(NC(=O)Nc3cccc4ccccc34)cc2C(=O)N([C@H](C)CO)C[C@H]1C	i
83	COc1ccc2c3c([nH]c2c1)[C@H]1C[C@H]2[C@H](C[C@@H](O)[C@H](OC)[C@H]2C(=O)O)CN1CC3	i
84	Cc1ccccc1OCC(=O)Nc1cc2nn(-c3ccccc3)nc2cc1Cl	i
85	OCCN1CCN(CC(O)COc2ccc(Cl)cc2)CC1 (configuration not stated)	i
86	C[C@@H]1CN([C@H](C)CO)C(=O)Cc2cc(NS(=O)(=O)c3cccs3)ccc2O[C@@H]1CN(C)CC1CC1	i
87	COc1ccc(CN(C)C[C@@H]2Oc3ccc(NC(=O)Cc4cn(C)c5ccccc45)cc3C(=O)N([C@H](C)CO)C[C@@H]2C)cc1	i
88	C[C@H](CO)N1C[C@H](C)[C@H](CN(C)C)Oc2ccc(N(C)C)cc2CC1=O	i
89	O=C1N(CCS(=O)(=O)c2ccccc2)Cc2ccccc2C[C@]12N=C(c1ccc(OCCCO)cc1)O[C@@H]2c1ccccc1	i
90	Cc1cc(=O)[nH]c(SCC(=O)Nc2ccnc3ccccc23)n1	i
91	C[C@H](CO)N1C[C@H](C)[C@@H](CN(C)CC2CC2)Oc2c(NC(=O)c3ccncc3)cccc2C1=O	i
92	CCn1cc(C(=O)OCc2ccc3nonc3c2)c(=O)c2ccc(C)nc21	i
93	Cc1noc(C)c1NC(=O)Nc1cccc2c1O[C@H](CN(C)S(=O)(=O)c1ccc(Cl)cc1)[C@H](C)CN([C@H](C)CO)C2=O	i

An excerpt; rates above refer to the full screens.
